# Vif inh: blocks HIV Vif function. inhibition, % at 7.49 µM. 340,000 compounds, 0.35% hits. HEK293T cells, Vif self-association by quenched fluorescence, imaging, 24 h; in the data active means inhibition above about 50%, passing the limit was not always enough; inconclusive means no clear call, values can overlap the other calls; inactive means below about 31%; further: some results filed as inactive read as strong as hits
# aDG glyco up: increases alpha dystroglycan glycosylation | 360,000 compounds, 0.22% hits | Pro5-aDG cells, alpha-DG glycosylation AlphaScreen (IIH6); 0% Pro5, 100% B10-LARGE cell signal | AID 624168 | activation, % at 10 µM;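 active means activation of at least 8% versus controls, or a plate z-score of at least 8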;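 further: Pro5 are CHO cells carrying HIG-tagged alpha-DG that lacks glycosylation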
# ABCB6 inh MLPCN: blocks the human ABCB6 transporter; Q9NP58; K562-ABCB6 porphyrin accumulation, flow cytometry, 1 h; hits give low values; fluorescence ratio to DMSO, % at 10 µM; 360,000 compounds, 0.19% hits;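 active means fluorescence ratio to DMSO below 75%, the collection mean minus 3 SD; inconclusive means too few cells collected in the well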;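 further: signal is porphyrin accumulated inside mitochondria; 100% equals median channel fluorescence of DMSO control wells; lower ratio means ABCB6 inhibition with less porphyrin fluorescence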
# N-glyco inh: N-linked glycosylation inhibition; reporter increase, % at 12.5 µM; AID 588692; D54 ERlucT glycosylation luciferase reporter, 24 h; percent of 100 nM tunicamycin response; 360,000 compounds, 0.23% hits;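 active means mean luciferase reporter signal, scaled so untreated is 0 and the glycosylation-blocking control 100, at or above a set limit in every replicate; inconclusive means mean reaches the limit but not every replicate does; inactive means mean below the limit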;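 further: luciferase carries N-glycosylation sites so blocking glycosylation raises the light; 0% = median of neutral control wells and 100% = median of 100 nM tunicamycin wells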
# NOD2-RIPK2 inh: inhibitors of human NOD2-RIPK2 interaction. O43353. CHO BLA complementation NOD2-RIPK2, CCF4 ratio. inhibition, % at 4.98 µM. 360,000 compounds, 0.38% hits. AID 624267; in the data active means inhibition above about 21%;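 further: 0% = vehicle only and 100% = reference blocker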
# Target sequence (O43353 whole entry, looked up): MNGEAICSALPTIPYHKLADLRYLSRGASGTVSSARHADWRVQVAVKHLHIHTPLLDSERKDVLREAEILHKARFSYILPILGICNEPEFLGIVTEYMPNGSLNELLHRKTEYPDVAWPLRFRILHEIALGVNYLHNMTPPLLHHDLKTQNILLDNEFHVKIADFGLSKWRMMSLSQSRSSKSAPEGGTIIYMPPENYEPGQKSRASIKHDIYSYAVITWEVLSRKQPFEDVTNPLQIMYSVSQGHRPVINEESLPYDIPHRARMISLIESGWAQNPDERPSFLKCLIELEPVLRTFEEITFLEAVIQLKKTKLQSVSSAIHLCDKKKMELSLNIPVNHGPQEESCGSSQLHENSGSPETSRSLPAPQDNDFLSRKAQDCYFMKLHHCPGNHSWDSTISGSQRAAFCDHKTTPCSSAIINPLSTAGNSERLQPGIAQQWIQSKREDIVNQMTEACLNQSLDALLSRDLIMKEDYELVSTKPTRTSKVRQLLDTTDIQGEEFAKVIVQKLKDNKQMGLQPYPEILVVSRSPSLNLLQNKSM
# Exocytosis inh: lytic granule exocytosis inhibition. TALL-104 LAMP-1 surface exposure, flow cytometry; cells stimulated with thapsigargin and PMA. inhibition, % at 10 µM. 360,000 compounds, 0.66% hits. AID 651702;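 active means inhibition above about 55%, limit read from the data; inconclusive means no clear call, values can overlap the other calls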
# MC4R ag barr: agonists of human melanocortin 4 receptor (MC4R) beta-arrestin | P32245 | U2OS MC4R beta-arrestin complementation, luminescence; percent of melanotan II response, DMSO zero | activation, % at 8.9 µM | 360,000 compounds, 0.98% hits | AID 540308;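 active means activation above a per-plate cutoff, the mean activation of sample wells on that plate plus 3 SD, cut at about 8% in these data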
# Target sequence (P32245 whole entry, looked up): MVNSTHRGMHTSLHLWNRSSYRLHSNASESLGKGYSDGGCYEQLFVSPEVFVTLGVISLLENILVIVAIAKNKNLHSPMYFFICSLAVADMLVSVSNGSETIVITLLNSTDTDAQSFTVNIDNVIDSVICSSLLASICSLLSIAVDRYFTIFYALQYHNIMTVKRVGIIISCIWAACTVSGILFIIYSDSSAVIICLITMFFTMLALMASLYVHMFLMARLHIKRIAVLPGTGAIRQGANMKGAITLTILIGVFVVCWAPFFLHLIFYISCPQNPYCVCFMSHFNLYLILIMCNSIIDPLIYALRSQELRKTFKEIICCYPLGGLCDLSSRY
# MC4R antag cAMP: blocks human MC4R cAMP signaling; AID 540295; inhibition, % at 6.5 µM; MC4R-expressing cells, MTII-stimulated cAMP, LANCE TR-FRET; 360,000 compounds, 0.48% hits; P32245;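 active means inhibition above its plate's cutoff, the mean of tested wells on that plate plus 3 SD, cut at about 29% in these data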;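 further: 0% = Melanotan II alone and 100% = Melanotan II plus saturating MCL0020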
#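 Material: human MC4R-expressing U2OS cells. Probe or stimulus: Melanotan II challenge. Dosing: 6.5 µM single dose. Times: 30-min compound, 1-h challenge, 1-h detection, room temperature. Technique: TR-FRET with Eu-cAMP and labeled anti-cAMP, 671 nm. Replication: singlicate.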
# TLR9-MyD88 inh: TLR9-MyD88 interaction inhibition; Q9NR96+Q99836; CHO BLA complementation TLR9-MyD88, CCF4 FRET ratio; inhibition, % at 4.98 µM; 340,000 compounds, 0.21% hits; AID 504734;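 active means inhibition above the mean over all tested compounds plus 3 SD, cut at about 21% in these data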;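 further: 0% = DMSO only wells and 100% = clavulanate BLA inhibitor control wells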
# ABHD5 PLIN5 PPI: ABHD5-PLIN5 protein interaction inhibition | Q00G26+Q8WTS1 | Split G. princeps luciferase complementation, luminescence, 4 h | inhibition, % at 4 µM | 360,000 compounds, 0.78% hits;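 active means inhibition above the mean inhibition across every tested compound plus 3 SD, cut at about 22% in these data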;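 further: 0% = DMSO only wells and the 100% control is not disclosed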
# * hit, by the source's call; ? = inconclusive; . = not tested or not shown.
SMILES,Vif inh,aDG glyco up,ABCB6 inh MLPCN,N-glyco inh,NOD2-RIPK2 inh,Exocytosis inh,MC4R ag barr,MC4R antag cAMP,TLR9-MyD88 inh,ABHD5 PLIN5 PPI
COc1ccccc1NS(=O)(=O)c1cccc(NC(=O)Cc2cccs2)c1,-5,0.5,97,-4,2,1,-1.5,7,-3,-4
Cc1ccc(OCCSc2nc3ccccc3n2CCC(=O)O)c(C(C)C)c1,-5,-0.2,80,4,-12,14,0.0,10,7,7
O=C(NN=C1CCCC1)c1n[nH]c2c1CCCC2,3,0.0,105,-11,-2,3,-2.5,-8,0,-4
CCOCCCNC(=O)c1ccccc1NC(=O)C1=C(C)OCCS1,-17,-0.2,96,-1,-7,-8,3.8,4,2,2
Cc1cccc(N/C(N)=N/c2nc(C)cc(=O)[nH]2)c1,4,0.6,95,-1,-5,-6,0.9,2,3,1
S=C(NCCc1ccc(Cl)cc1)NCc1ccccc1,-7,-0.2,98,-2,-7,-2,0.3,-6,3,-2
COC(=O)C1=C(C)OC(N)=C(C#N)C1c1cc2cc(C)ccc2nc1Cl (stereo not given),-2,-0.1,101,3,0,-4,-2.4,25,-4,3
Oc1cc2ccccc2nc1-c1ccccc1Cl,-6,-0.1,94,-1,-2,1,2.1,-3,2,-11
O=c1c(Cl)c(N2CCCCC2)cnn1-c1nc2ccccc2[nH]1,2,-0.5,97,-23,-10,-1,-0.8,11,1,-2
O=C(COc1ccccc1/C=C1\SC(=O)NC1=O)Nc1ccc(F)cc1,-1,-0.3,104,1,-6,-4,-0.9,11,-12,3
COc1ccc(NC(=O)CCC(=O)N2CCCC2)c([N+](=O)[O-])c1,5,0.2,100,1,5,-1,-2.5,-4,-6,-5
CCOC(=O)N(C)C[C@@H]1OCc2cnnn2CCCC(=O)N([C@H](C)CO)C[C@@H]1C,-4,0.1,99,3,-2,-1,1.9,2,-9,4
CSc1nc(N2CCOCC2)c2c3c(sc2n1)CCCC3,2,-0.3,96,-4,2,1,1.6,9,-5,-4
CCCC1(C)SC(NC(C)=O)=NN1C(C)=O (stereo not given),0,0.4,98,2,-5,2,-0.3,-2,-2,14
CCCNC(=O)c1ccc(-c2nc3ccccc3s2)s1,-10,0.4,106,-16,-1,1,11*,11,-6,4
COc1ccc(CNC(=O)C(=O)NCC2OCCN2S(=O)(=O)c2ccccc2)cc1 (stereo not given),8,-0.1,93,3,-9,0,-1.2,10,4,3
CCOC(=O)c1sc(NC(=O)c2cccc(S(=O)(=O)N3CCN(C)CC3)c2)cc1C,-1,0.2,84,0,4,1,-0.8,5,3,4
COc1ccc(-c2nnc(SCC(=O)c3cccs3)n2-c2ccc(Cl)cc2)cc1,3,0.7,90,0,-2,-3,-1.1,10,3,-5
Cc1cc(NS(=O)(=O)c2ccc(NC(NC(=O)C(C(F)(F)F)C(F)(F)F)(C(F)(F)F)C(F)(F)F)cc2)no1,11,0.1,94,5,-8,0,-2.1,3,5,-3
COc1cc(/C=N/NC(=O)C(=O)/C=C2\NC(C)(C)Cc3ccccc32)ccc1O,-1,-0.2,94,0,-6,5,6.1,21,-7,-1
CCN1C(=O)N[C@@H](CCc2ccccc2)[C@H](C(=O)OC)[C@H]1C,-1,0.3,98,-2,-1,-4,-0.4,3,2,0
Cc1cccc(N2CCN(C(=O)Cn3ccc4ccccc4c3=O)CC2)c1C,-23,0.8,88,-1,0,1,-2.6,-2,-6,-6
O=[N+]([O-])c1cccc(S(=O)(=O)Nc2ccc(-c3ccc(N4CCCC4)nn3)cc2)c1,7,0.0,97,-5,-2,3,-1.8,9,4,3
CC(Sc1cccc[n+]1[O-])c1ccccc1 (stereo not given),1,0.1,102,1,5,-2,1.2,5,3,2
COc1cccc(C(=O)SC2=NCCS2)c1,0,0.0,97,2,-9,-2,-1.4,-6,0,-6
CCOCCCn1c(=S)[nH]c2cc(C(=O)N3CCC(C(N)=O)CC3)ccc2c1=O,10,-0.2,100,2,-5,-2,-1.8,2,-13,-6
O=C(NC1CCCC1)C(C1CC1)n1c(-c2ccnc3ccccc23)nc2ccccc21 (stereo not given),.,0.3,.,.,-2,-14,.,.,.,0
CS(=O)(=O)N1CCC(c2noc(-c3ccc(C(F)(F)F)cc3)n2)CC1,1,1.2,97,-7,-13,4,-0.3,10,2,3
Clc1ccc(CSc2nnc(-c3cccnc3)o2)cc1,7,-0.3,91,0,3,-3,-0.6,10,-8,8
CCOC(=O)CCc1c(C)c2ccc(OCC(=O)OC(C)C)cc2oc1=O,.,0.2,94,.,2,0,-0.2,10,-5,-5
COC(=O)CSc1nc(NCC(C)C)nc(N2CCOCC2)n1,14,0.0,99,-1,-9,2,-2.6,4,0,-2
CCc1cc2c(cc(C(=O)O)n2C)s1,-4,0.2,97,1,10,4,-1.1,0,0,-6
O=C(NC1CCCc2c1cnn2-c1ccc(F)cc1F)c1ccccn1 (stereo not given),-3,0.9,109,0,-1,9,-4.7,16,0,-2
COc1ccccc1N1CCN(/N=C\c2cccnc2)CC1,24,-0.2,98,4,5,-2,-0.9,-2,-15,-22
O=[N+]([O-])c1cccc(Nc2c3ccccc3nc3ccccc23)c1,-4,0.3,95,-2,-31,1,2.8,-7,-12,1
Cc1ccc(CNC(=O)C2CCCN(c3ncnc4c3nc3n4CCCCC3)C2)cc1 (stereo not given),-2,0.1,96,0,-7,6,-0.5,3,1,-2
CN(C)C1=NC[C@H](Cc2ccccc2)N1CC1CCCC1,-5,-0.1,72*,2,0,-14,-0.8,-4,8,-3
CN1C(=O)c2ccc(C(=O)NCc3ccccn3)cc2C1=O,-10,-0.1,103,2,10,27,-1.0,1,-8,-1
CCCCC1CCC(C(=O)Nc2ccc(S(=O)(=O)Nc3nccs3)cc2)CC1 (stereo not given),-3,0.0,102,0,6,-1,2.2,8,2,-6
Cc1c(NC(=O)CSCc2ccc(Cl)cc2Cl)cccc1C(=O)O,24,0.2,102,2,6,-9,-1.6,13,-4,-6
COc1cc(C(=O)Nc2cc(S(=O)(=O)N3CCOCC3)ccc2N2CCN(C)CC2)cc(OC)c1OC,14,-0.2,98,-2,-13,4,-0.8,-3,-1,2
O=C(Nc1cccc(NC(=O)c2ccc3c(c2)OCO3)c1)c1ccccc1,2,0.2,97,1,0,-2,3.0,9,0,0
O=C(NNc1nc2c(F)cccc2s1)c1cc(=O)c2ccccc2o1,23,-0.2,109,-3,6,1,-0.6,-4,-1,-15
N#CCN1C(=O)C(=O)N(Cc2cccc(C(F)(F)F)c2)C1=O,-7,0.0,105,1,-1,-13,1.5,15,4,-2
Cc1cccc(NC(=O)c2cc(S(=O)(=O)N3CCCCC3)ccc2Cl)n1,0,0.0,101,0,2,0,-2.4,12,9,-3
COCCN(C(=S)Nc1ccccc1OC)C1CCN(C(C)C)CC1,3,-0.1,97,0,2,-2,-1.5,3,4,-13
CCOC(=O)C1(CC)NC(c2ccc(OC)c(OC)c2)C2C(=O)N(c3cccc(C(C)=O)c3)C(=O)C21 (stereo not given),-3,0.0,103,-1,0,-3,-1.0,9,-3,4
COc1ccc(-c2oc3cccnc3c2/C=C/c2ccc(OC)c(OC)c2)cc1,0,1.0,101,1,-11,2,0.3,11,-13,4

# Nine successive entries out of the list so far, for reference:
SMILES,Vif inh,aDG glyco up,ABCB6 inh MLPCN,N-glyco inh,NOD2-RIPK2 inh,Exocytosis inh,MC4R ag barr,MC4R antag cAMP,TLR9-MyD88 inh,ABHD5 PLIN5 PPI
Cc1c(NC(=O)CSCc2ccc(Cl)cc2Cl)cccc1C(=O)O,24,0.2,102,2,6,-9,-1.6,13,-4,-6
COc1cc(C(=O)Nc2cc(S(=O)(=O)N3CCOCC3)ccc2N2CCN(C)CC2)cc(OC)c1OC,14,-0.2,98,-2,-13,4,-0.8,-3,-1,2
O=C(Nc1cccc(NC(=O)c2ccc3c(c2)OCO3)c1)c1ccccc1,2,0.2,97,1,0,-2,3.0,9,0,0
O=C(NNc1nc2c(F)cccc2s1)c1cc(=O)c2ccccc2o1,23,-0.2,109,-3,6,1,-0.6,-4,-1,-15
N#CCN1C(=O)C(=O)N(Cc2cccc(C(F)(F)F)c2)C1=O,-7,0.0,105,1,-1,-13,1.5,15,4,-2
Cc1cccc(NC(=O)c2cc(S(=O)(=O)N3CCCCC3)ccc2Cl)n1,0,0.0,101,0,2,0,-2.4,12,9,-3
COCCN(C(=S)Nc1ccccc1OC)C1CCN(C(C)C)CC1,3,-0.1,97,0,2,-2,-1.5,3,4,-13
CCOC(=O)C1(CC)NC(c2ccc(OC)c(OC)c2)C2C(=O)N(c3cccc(C(C)=O)c3)C(=O)C21 (stereo not given),-3,0.0,103,-1,0,-3,-1.0,9,-3,4
COc1ccc(-c2oc3cccnc3c2/C=C/c2ccc(OC)c(OC)c2)cc1,0,1.0,101,1,-11,2,0.3,11,-13,4

# New compounds follow:
SMILES,Vif inh,aDG glyco up,ABCB6 inh MLPCN,N-glyco inh,NOD2-RIPK2 inh,Exocytosis inh,MC4R ag barr,MC4R antag cAMP,TLR9-MyD88 inh,ABHD5 PLIN5 PPI
O=C(CN1C(=O)CSC1=O)Nc1ccccc1F,-7,-0.2,99,2,-8,-1,-1.7,6,3,-2
COc1ccc(-n2nc(C(=O)NCC(=O)N3CCCC(C)C3)c3ccccc3c2=O)cc1Cl (stereo not given),-9,0.1,99,-3,-12,-10,-0.5,4,-6,1
COc1cccc(-n2c(C)nc3c(cnn3-c3ccc(C)cc3)c2=O)c1,-23,0.4,89,-2,-3,1,0.7,1,5,2
O=C(N/N=C/c1ccccc1Cl)c1[nH]c2ccc(Br)cc2c1-c1ccccc1,2,-0.3,78,4,15,?,-3.1,-26,-3,-11
COc1ccc(OC)c(NC(=O)CN2C(=O)COc3ccc(C)cc32)c1,1,0.0,98,-1,-3,-2,2.5,20,-5,-3
COC(=O)C1=C(C)NC(C)=C(C(=O)OC)C1c1ccc2ccccc2n1,6,-0.2,88,2,-10,0,-0.6,-3,10,-3
CC(Oc1ccc(-c2ccccc2)cc1)C(=O)N1CCOCC1 (stereo not given),2,0.6,102,-2,-3,-1,0.6,-3,3,3
CCn1c(O)c(C=Nc2ccccc2)oc1=S,2,0.1,102,3,-4,0,-2.2,7,7,-8
O=C(NN1C(=O)c2cc(Br)ccc2NC1c1ccccc1Cl)c1ccncc1 (stereo not given),3,0.2,103,1,-4,2,-1.7,-6,6,2

# These rows are one share of the data (hit frequency here may not be typical).
